Rin1-Abl PPI inh: blocks binding of human Rin1 to Abl | P00519+Q13671 | inhibition, % at 7.35 µM | hit rate 0.4% among 360,000 | TR-FRET Rin1/Abl binding, biochemical; in the data active means inhibition above about 5%, passing the limit was not always enough
TbMetRS inhib: blocks T. brucei methionyl-tRNA synthetase activity; hit rate 0.4% among 360,000; inhibition, % at 11.9 µM; purified T. brucei MetRS, ATP depletion, Kinase-Glo luminescence; AID 624268;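 active means inhibition above a per-plate cutoff of the control wells' mean inhibition plus 3 SD, cut at about 5.5% in these data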;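 further: 0% = DMSO wells median and 100% = median of wells with control inhibitor compound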
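Measured by: Kinase-Glo luciferase luminescence reporting remaining unconsumed ATP. Material: purified T. brucei MetRS enzyme. Doses: 11.9 µM compound single dose, 0.9% DMSO. Medium: HEPES buffer containing pyrophosphatase, BSA, spermine, DTT. Times: 15 min preincubation, 2 h reaction, all 25 °C. Reagent: methionine, ATP and bulk E. coli tRNA.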
MLLE-PAM2 inh: inhibitors of microRNA-mediated deadenylation, human PABP1 MLLE binding; inhibition, % at 20 µM; hit rate 0.36% among 360,000; GST-MLLE / FITC-PAM2 fluorescence polarization; AID 588489; P11940; in the data active means inhibition above about 35%, passing the limit was not always enough;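 further: plate controls were DMSO wells with GST-MLLE for no effect and wells lacking GST-MLLE protein for full effect; some results filed as inactive read as strong as hits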
Target sequence (P11940 whole entry, looked up): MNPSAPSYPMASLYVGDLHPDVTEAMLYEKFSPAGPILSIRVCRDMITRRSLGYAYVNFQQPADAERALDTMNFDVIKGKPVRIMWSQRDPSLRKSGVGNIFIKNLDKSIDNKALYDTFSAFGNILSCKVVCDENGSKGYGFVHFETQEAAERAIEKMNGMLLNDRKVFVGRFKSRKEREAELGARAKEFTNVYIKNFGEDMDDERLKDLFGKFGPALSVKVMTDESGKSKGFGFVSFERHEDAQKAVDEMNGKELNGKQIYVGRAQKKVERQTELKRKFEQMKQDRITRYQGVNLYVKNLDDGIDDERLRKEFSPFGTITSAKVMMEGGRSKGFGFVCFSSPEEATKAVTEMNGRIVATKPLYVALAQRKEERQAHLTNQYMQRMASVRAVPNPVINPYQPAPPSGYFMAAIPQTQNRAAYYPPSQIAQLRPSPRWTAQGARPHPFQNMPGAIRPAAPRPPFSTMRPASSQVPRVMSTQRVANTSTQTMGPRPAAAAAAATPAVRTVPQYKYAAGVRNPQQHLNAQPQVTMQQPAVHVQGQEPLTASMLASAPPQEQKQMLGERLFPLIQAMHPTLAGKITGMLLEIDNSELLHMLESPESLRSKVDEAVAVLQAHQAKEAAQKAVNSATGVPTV
MsrA inh: inhibits bovine methionine sulfoxide reductase A. AID 651718. inhibition, % at 15.5 µM. purified bovine MsrA, absorbance read-out. hit rate 0.75% among 360,000; in the data active means inhibition above about 4.5%;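 further: 0% = vehicle wells with enzyme and 100% = reference inhibitor wells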
bovine MsrA act: activators of bovine methionine sulfoxide reductase A; hit rate 0.3% among 360,000; purified bovine MsrA, absorbance read-out; AID 602163; activation, % at 10.6 µM; in the data active means activation above about 7.5%;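 further: 0% = vehicle and 100% = reference activator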
E coli Lon inh: inhibitors of E. coli Lon protease. P0A9M0. purified E. coli Lon protease, fluorescence polarization. inhibition, % at 7.94 µM. hit rate 0.42% among 360,000. AID 602123; in the data active means inhibition above about 13%, passing the limit was not always enough;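 further: 0% = enzyme with probe and DMSO and 100% = no enzyme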
FAS TE block: blocks the thioesterase domain of human fatty acid synthase; P49327; inhibition, % at 15 µM; hit rate 0.67% among 360,000; recombinant FAS-TE, OMFH fluorogenic substrate, fluorescence endpoint; AID 602261;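 active means compounds whose normalised, plate-corrected inhibition of enzyme fluorescence in the single-dose primary screen is 50% or more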;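 further: 0% = DMSO with enzyme and 100% = substrate without enzyme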
Neddylation inh: cullin neddylation inhibition; P61081+Q13564; TR-FRET cullin neddylation, biochemical; calls only at 25 µM; hit rate 0.58% among 360,000; AID 651699; in the data active means inhibition above about 36%
CSN inh: blocks human CSN-mediated cullin deneddylation | hit rate 0.38% among 360,000 | inhibition, % at 12.5 µM | Q92905 | AID 651999 | Purified CSN, SCF-Nedd8-OG deneddylation, fluorescence polarization;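 active means pattern-corrected inhibition above about 35%, with an unprinted fluorescence ratio check between 0.5 and 1.5, limit read from the data, passing the limit was not always enough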;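 further: 0% = enzyme with substrate and 100% = substrate without enzyme; some results filed as inactive read as strong as hits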
Target sequence (Q92905 whole entry, looked up, one chain of several): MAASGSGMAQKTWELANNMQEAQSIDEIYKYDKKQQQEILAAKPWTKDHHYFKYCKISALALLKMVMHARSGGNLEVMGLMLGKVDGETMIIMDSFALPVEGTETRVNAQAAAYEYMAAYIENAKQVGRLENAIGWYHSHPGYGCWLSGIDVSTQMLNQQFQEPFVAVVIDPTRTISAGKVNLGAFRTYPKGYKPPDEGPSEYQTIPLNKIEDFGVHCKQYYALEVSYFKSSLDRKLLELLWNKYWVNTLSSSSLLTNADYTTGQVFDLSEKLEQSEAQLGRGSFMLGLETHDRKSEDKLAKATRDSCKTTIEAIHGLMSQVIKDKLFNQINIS
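Test system: purified human Csn5 enzyme expressed in HEK293T cells. Amount: 0.24 nM enzyme. Reagent: SCFSkp2-Nedd8OG substrate at 10 nM final. Schedule: 90 min incubation of compound, enzyme and substrate at room temperature. Detection: fluorescence polarization. Read-out: % inhibition of substrate cleavage by Csn5.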
* hit, by the source's call; i = inactive; · = no result given.

1	CCOC(=O)C1CCN(Cc2ccc(F)c(F)c2)CC1
2	O=C(NC1CCCc2ccccc21)c1ccc(Br)cc1 (centres undefined)
3	CC(C)(C)n1nnnc1C(c1cccs1)N(Cc1cccnc1)Cc1ccccc1Cl (centres undefined)
4	Cc1ccc(COc2ccccc2-c2cc(C(=O)N/N=C/c3cccnc3)[nH]n2)cc1
5	CC(C)(C)c1ccc(S(=O)(=O)NC(=O)C2(C)CCN2C(=O)C2CCCCC2)cc1 (centres undefined)
6	Nc1nc2n(n1)C(=O)CC(c1ccc(Cl)cc1)N2 (centres undefined)
7	CCC(Sc1nc(C)cc(=O)[nH]1)C(=O)Nc1ccc(Cl)cn1 (centres undefined)
8	CN(C)c1nc(SCCOC(=O)COc2ccc(Cl)cc2Cl)nc(N(C)C)n1

Compound	1	2	3	4	5	6	7	8
Rin1-Abl PPI inh	4.9	-3.8	0.9	0.8	1.9	-0.7	1.9	-0.8
TbMetRS inhib	-0.2	-0.1	-0.1	-0.1	-0.5	-0.1	0.4	-0.3
MLLE-PAM2 inh	-0.2	10.9	1.6	-8.0	1.6	4.3	-7.8	-9.3
MsrA inh	-0.2	-0.3	-0.7	-0.5	-0.4	0.9	-1.2	0.6
bovine MsrA act	-1.4	-1.0	-1.1	-3.2	-13.2	-3.2	-0.1	1.5
E coli Lon inh	-2.1	0.7	-9.1	1.7	-1.8	3.3	-4.1	-7.5
FAS TE block	-7.9	6.7	-3.6	7.6	-7.0	-0.1	-5.6	25.1
Neddylation inh	i	i	i	i	i	i	i	i
CSN inh	-1.7	1.1	4.9	-1.1	0.1	1.6	0.2	0.6

9	Cc1cccc(NC(=O)C(C)Sc2nnc(-c3cccnc3)o2)c1 (centres undefined)
10	C/C(=N\NC(=O)c1ccc(CN2CCOCC2)cc1)c1ccc(NC(=O)c2ccccc2)cc1
11	CCOc1ccc(S(=O)(=O)NCCC(=O)NCC2CCCO2)cc1 (centres undefined)
12	CCCCCC(/C=N/Nc1ccc(S(=O)(=O)N2CCOCC2)cc1[N+](=O)[O-])=C\c1ccccc1
13	CCOC(=O)N1CCC(NC(=O)c2cn(-c3ccc(OC)cc3)c(=O)c3ccccc23)CC1
14	Cc1cc(NCCOCCO)n2c(nc3ccccc32)c1C#N
15	CCN(CC)CCNc1nc(-c2ccc(OC)cc2)c(-c2ccc(OC)cc2)s1
16	CC1Cc2ccccc2N1C(=O)Cn1cnc2ccccc21 (centres undefined)

Compound	9	10	11	12	13	14	15	16
Rin1-Abl PPI inh	2.4	0.8	1.0	0.9	4.8	-2.8	-2.6	1.0
TbMetRS inhib	-0.4	0.3	0.2	-0.7	-1.3	0.3	0.1	-0.5
MLLE-PAM2 inh	-4.4	-2.1	-3.0	9.0	8.8	-3.5	-4.7	-9.0
MsrA inh	-0.9	0.2	-0.5	1.6	-0.1	1.0	0.7	0.2
bovine MsrA act	-2.2	-2.2	-1.2	-0.4	-2.9	-0.1	-0.3	0.4
E coli Lon inh	0.4	7.3	-1.8	-6.9	-8.8	-8.4	9.6	2.0
FAS TE block	-4.7	-2.4	-6.6	27.1	-7.9	-2.1	-1.6	-3.3
Neddylation inh	i	i	i	i	i	·	i	i
CSN inh	1.5	4.3	-2.2	2.8	0.4	27.3	2.9	4.8

17	COc1ccc(OC)c(C(=O)/C=C/c2ccccc2C(F)(F)F)c1
18	Cc1cc(C)cc(C(=O)NC(=S)Nc2ccc3c(c2)OCCO3)c1
19	COc1nc(N(C)C)nc(N2CC(=O)N(CCNS(=O)(=O)c3ccc(C)cc3)C2=N)n1
20	CCN1CCN(C(=O)C2CCN(C(=O)Nc3ccccc3)CC2)CC1
21	COc1ccc(NC(=O)COC(=O)C2CCCN2C(=O)OC(C)(C)C)cc1Cl (centres undefined)
22	O=C(CC(Cc1ccccc1)C(=O)O)NCCc1ccc2c(c1)OCO2 (centres undefined)
23	C=CCn1c(SCc2nc3sc4c(c3c(=O)[nH]2)CCCC4)nc2ccccc2c1=O
24	COc1ccccc1C/C(N)=N/OC(=O)COc1cccc2ccccc12

Compound	17	18	19	20	21	22	23	24
Rin1-Abl PPI inh	-0.5	-3.1	-1.6	0.9	0.9	3.1	-0.9	0.6
TbMetRS inhib	0.4	0.0	-0.5	-0.3	-0.2	-0.3	0.5	0.1
MLLE-PAM2 inh	2.4	18.9	-8.1	8.5	-18.1	6.0	-92.5	0.1
MsrA inh	2.1	0.4	0.3	-0.6	-1.1	-1.3	-0.6	-0.1
bovine MsrA act	-0.6	-7.1	-2.6	-3.9	-3.8	-2.4	-3.5	-3.4
E coli Lon inh	-3.9	2.2	-0.5	0.1	-6.2	-15.6	0.8	-0.7
FAS TE block	4.6	35.8	-15.0	-6.9	2.3	-3.7	-13.0	23.6
Neddylation inh	i	i	i	i	i	i	i	i
CSN inh	8.6	1.9	0.2	-2.0	-8.2	1.6	18.9	3.7

25	COc1cc(-c2noc(-c3cccs3)n2)cc(OC)c1OC
26	O=C1CCCc2cc(S(=O)(=O)N3CCC(C(=O)NCc4ccccc4)CC3)ccc2N1
27	CC(=O)C1C=CC(C)(C(=O)O)C2C=C(C)C(=O)C(C)(O)C12 (centres undefined)
28	O=C1CN(C(=O)NCC(=O)N2CCCC2)c2ccccc2N1
29	Cc1ccc(C)c(N(C)C(=O)c2cc3c(=O)[nH]c4ccc(C)cc4c3s2)c1
30	CCC(CC)N1CCN(C(=O)c2cccc(Cl)c2)CC1
31	COc1ccc(/C=C/C(=O)Nc2ccc(S(=O)(=O)Nc3cc(C)nc(C)n3)cc2)cc1OC
32	Cc1cccc(C(=O)NCC(=O)N2CCN(c3ccccn3)CC2)c1

Compound	25	26	27	28	29	30	31	32
Rin1-Abl PPI inh	-3.3	-1.1	-2.7	1.2	-3.0	1.4	-5.0	2.4
TbMetRS inhib	-0.2	-1.4	-0.3	0.5	-0.1	-0.3	-0.5	-0.3
MLLE-PAM2 inh	-1.0	-10.4	-1.4	9.0	-9.6	-0.5	-1.7	7.6
MsrA inh	-0.1	1.6	-0.1	-0.4	0.5	1.4	3.4	1.0
bovine MsrA act	3.2	-7.7	0.1	-3.9	-0.1	-4.3	-6.2	-6.0
E coli Lon inh	-2.3	10.4	9.6	2.8	0.9	-5.6	-5.1	2.7
FAS TE block	1.2	-2.7	-3.4	-3.3	5.3	-7.8	0.3	-8.0
Neddylation inh	·	i	i	i	i	i	i	i
CSN inh	-1.6	-1.4	1.0	0.3	2.5	0.1	-1.3	-1.8

33	O=C(NCc1csc2ccc(Cl)cc12)Nc1cccc2ccccc12
34	COC(=O)c1sccc1NC(=O)Nc1cccc(C(C)=O)c1
35	Cc1ccc(C2=C/C(=C/c3cccnc3)C(=O)O2)c(C)c1
36	Cn1c(CNC(=O)OC(C)(C)C)nnc1SCc1c(Cl)cccc1Cl
37	CC(O)(c1cccnc1)c1nc(-c2cccc(F)c2)cs1 (centres undefined)
38	CCC(=O)N1CCc2cc(S(=O)(=O)CCC(=O)Nc3ccc(CC)cc3)ccc21
39	CC(C)Cn1cnc2c1c(=O)n(CC(=O)NN)c(=O)n2Cc1ccccc1
40	COc1ccc(CC(N)c2csc(Nc3nc(C)cnc3C)n2)cc1 (centres undefined)

Compound	33	34	35	36	37	38	39	40
Rin1-Abl PPI inh	-2.2	0.0	-5.6	1.9	-3.3	3.0	1.6	-2.9
TbMetRS inhib	0.9	-1.7	0.1	-0.3	0.4	-0.3	0.2	0.0
MLLE-PAM2 inh	-2.3	15.1	-20.6	-6.2	-10.0	2.1	6.0	-9.0
MsrA inh	-1.3	0.5	0.7	-1.2	-0.7	-1.9	1.9	-1.5
bovine MsrA act	-0.3	-7.5	-1.9	-2.5	-1.9	-2.5	-1.2	-2.2
E coli Lon inh	4.5	-6.4	-5.7	3.0	-3.9	-13.2	-7.3	5.9
FAS TE block	8.2	0.8	-0.1	-4.0	1.5	1.7	-3.2	-4.4
Neddylation inh	i	i	i	i	i	i	i	i
CSN inh	-3.1	-5.3	-1.1	-0.8	-3.5	-4.5	2.4	1.9

41	CC(C)(C)C1CCC(OCC(O)CN2CCN(c3ccccc3)CC2)CC1 (centres undefined)
42	CCn1c(SCC(=O)Nc2ccc(OC)cc2OC)nc2nc3c(cc2c1=O)COC(C)(C)C3
43	COc1ccc(CCCc2nnc(SCC(=O)N/N=C\c3ccc(O)c(OC)c3)o2)cc1C
44	O=C(COC(=O)C1=COCCO1)NCc1ccc(Cl)cc1Cl
45	Cc1nc2scc(-c3ccc(Cl)cc3)c2c(=O)n1N
46	COc1ccc(NC(=O)NC(C)c2ccc3c(c2)OCO3)c(OC)c1 (centres undefined)
47	CCCCn1nnc(NC(=O)c2ccc(-c3ccccc3)cc2)n1
48	COc1ccc(N(CC(=O)N/N=C/c2ccc(N(C)C)cc2)S(=O)(=O)c2ccccc2)cc1

Compound	41	42	43	44	45	46	47	48
Rin1-Abl PPI inh	4.6	0.0	-0.5	-2.3	0.9	-2.2	-3.3	4.4
TbMetRS inhib	-1.0	0.1	-0.6	-0.3	-0.6	0.0	0.0	-0.6
MLLE-PAM2 inh	-2.6	-12.4	-23.4	2.4	-6.6	-7.7	5.9	-2.7
MsrA inh	-0.4	0.8	1.6	-0.1	1.1	-0.1	3.3	4.6*
bovine MsrA act	-2.7	0.7	-5.8	-4.0	-2.6	-0.9	2.2	-3.1
E coli Lon inh	0.5	-1.9	-3.3	5.6	5.2	-4.3	-3.5	-4.2
FAS TE block	-2.0	4.4	0.4	-7.2	-3.9	-2.2	0.0	11.6
Neddylation inh	i	i	i	i	i	i	i	·
CSN inh	-1.8	-1.1	-9.6	4.0	2.3	1.2	-3.6	1.6

49	CCN(C(=S)NC(=O)c1ccco1)c1cccc2ccccc12
50	NS(=O)(=O)c1ccc(NC(=O)C2(c3ccccc3)CCCC2)cc1
51	O=C(NC1CCN(Cc2ccccc2)CC1)c1ccccc1NS(=O)(=O)c1ccc(F)cc1
52	O=C(N/N=C\C=C\c1ccc2c(c1)OCO2)c1cccnc1
53	CC(C(=O)NCC1(c2ccccc2)CCOCC1)N1CCOCC1 (centres undefined)
54	Cc1cc(/C=C(\C#N)C(=O)Nc2ccccc2)c(C)n1-c1ccc2c(c1)OCO2
55	C/C(=N\NC(=O)Cc1ccc(Cl)cc1)c1ccccn1

Compound	49	50	51	52	53	54	55
Rin1-Abl PPI inh	-0.3	-1.7	3.9	-4.0	3.6	-0.4	5.4
TbMetRS inhib	-0.2	0.2	-0.4	-1.5	-0.6	-0.5	1.7
MLLE-PAM2 inh	14.4	-14.6	-3.6	3.9	13.0	6.2	5.8
MsrA inh	0.6	1.4	-1.3	8.0*	-0.9	2.5	-0.7
bovine MsrA act	-1.4	-6.1	-0.7	-14.7	0.1	-1.7	-2.5
E coli Lon inh	-11.8	-3.9	-6.0	0.6	-1.6	-6.8	-0.3
FAS TE block	-1.1	-0.5	3.4	-7.8	2.3	27.6	-1.8
Neddylation inh	i	i	i	i	i	i	i
CSN inh	15.2	-5.2	1.4	0.9	-3.0	2.7	3.4

Entries of single compounds, looked up by structure.
Results for CCN(C(=S)NC(=O)c1ccco1)c1cccc2ccccc12 = Rin1-Abl PPI inh = -0.3; TbMetRS inhib = -0.2; MLLE-PAM2 inh = 14.4; MsrA inh = 0.6; bovine MsrA act = -1.4; E coli Lon inh = -11.8; FAS TE block = -1.1; Neddylation inh = i; CSN inh = 15.2
Results for O=C1CCCc2cc(S(=O)(=O)N3CCC(C(=O)NCc4ccccc4)CC3)ccc2N1 = Rin1-Abl PPI inh = -1.1; TbMetRS inhib = -1.4; MLLE-PAM2 inh = -10.4; MsrA inh = 1.6; bovine MsrA act = -7.7; E coli Lon inh = 10.4; FAS TE block = -2.7; Neddylation inh = i; CSN inh = -1.4
